All columns: NCI-60 one-dose screen, growth in % after 48 h at 10 µM unless noted; 100 = growth as untreated, 0 = no growth, -100 = all killed.
LOX IMVI = LOX IMVI melanoma; 79,000 tested, 7.4% active; AID 1794757
UACC-62 = UACC-62 melanoma; 81,000 tested, 5.4% active
SK-MEL-2 = SK-MEL-2 melanoma. 77,000 tested, 4.7% active. AID 1794763
MDA-MB-435 = MDA-MB-435 melanoma | 82,000 tested, 7.8% active
SK-MEL-28 = SK-MEL-28 melanoma; 81,000 tested, 4.1% active; AID 1794761
MALME-3M = MALME-3M melanoma; 78,000 tested, 5.8% active
UACC-257 = UACC-257 melanoma | 78,000 tested, 4.4% active
SK-MEL-5 = SK-MEL-5 melanoma; 80,000 tested, 6.4% active; AID 1794755
Numbers without * were called inactive; · = no result given; & = joins results of further samples; ! = repeats disagree. Rule for the calls: active = growth percent below 10; inactive = the rest.

SMILES	LOX IMVI	UACC-62	SK-MEL-2	MDA-MB-435	SK-MEL-28	MALME-3M	UACC-257	SK-MEL-5
Cc1cccc(Cl)c1NC(=O)c1ccc2nc(NC(=O)NCCN(C)C)sc2c1	91	97	103	47	88	71	86	67
COc1cccc(/C=C/c2c(C(C)=O)c(C)nc3ccccc23)c1	75	68	92	60	109	123	101	49
Nc1cccc(-c2nc3sccn3c2-c2ccnc(NCCNS(=O)(=O)c3ccc(F)cc3)n2)c1	88	84	101	78	111	106	100	88
COc1cc2c(c(OC)c1OC)C(=O)/C(=C\c1ccccc1)O2	91	82	100	93	107	117	105	92
O=C(Nn1c2c(sc1=NCc1ccccc1)C(=O)c1ccccc1C2=O)c1cc2ccc1CCc1ccc(cc1)CC2	36	66	77	-86*	91	5.5*	53	51
Cc1cccc(-c2n[nH]c(=S)n2N2C(=O)CSC2=S)c1	97	94	116	100	108	106	103	101
C=CCNC(=S)NN(C)C	103	108	100	110	115	86	·	100
Nc1nc2c(s1)Nc1ccccc1NC2=O	99	103	110	105	100	99	115	100
CCSc1nc2nccnc2c(=O)[nH]1	97	112&93	108&124	103	113&107	96&106	105&96	112&94
COc1cc(NC(=O)SC2=NCCS2)cc(OC)c1	98	89	106	113	98	102	104	98
CC(=O)C1OC1(C)C (configuration not stated)	101	101	107	110	96	108	90	100
O=C(O)c1cn(C2CC2)c2cc(N3CCN(C(=O)CO[N+](=O)[O-])CC3)c(F)cc2c1=O	99	108	101	106	121	103	100	105

Reformatted: entries from further up
Structure | LOX IMVI | UACC-62 | SK-MEL-2 | MDA-MB-435 | SK-MEL-28 | MALME-3M | UACC-257 | SK-MEL-5
COc1cccc(/C=C/c2c(C(C)=O)c(C)nc3ccccc23)c1 | 75 | 68 | 92 | 60 | 109 | 123 | 101 | 49
Cc1cccc(-c2n[nH]c(=S)n2N2C(=O)CSC2=S)c1 | 97 | 94 | 116 | 100 | 108 | 106 | 103 | 101
Cc1cccc(Cl)c1NC(=O)c1ccc2nc(NC(=O)NCCN(C)C)sc2c1 | 91 | 97 | 103 | 47 | 88 | 71 | 86 | 67

(further entries)
SMILES	LOX IMVI	UACC-62	SK-MEL-2	MDA-MB-435	SK-MEL-28	MALME-3M	UACC-257	SK-MEL-5
Cc1cnc(C(=O)NNc2nc3cc(F)ccc3n3c(C(=O)N4CC5CC(C4)N5)ccc23)cn1	16	2.8*	53	45	30	43	25	·
CN1CCN(CCNC(=O)Nc2ncccc2OCc2cccc(F)c2)CC1	89	98	106	90	94	105	101	94
COc1cc(OC)c(NC(=O)C(Sc2nc(C)cc(C)c2C#N)c2ccccc2)cc1Cl (configuration not stated)	90	95	·	105	105	·	114	102
COc1cc(OC)c(OC)cc1C=NNc1ncnc2ccccc12	105	92	126	99	107	91	110	101
CCCCCOC(=O)/C=C/c1ccccc1	104	100	93	109	112	97	109	101
COc1ccc(-c2nc(SCC(=O)Nc3ccc(C(=O)/C=C/c4ccc(Cl)cc4)cc3)[nH]c(=O)c2C#N)cc1OC	97	94	101	106	109	100	96	97
O=C(CSc1nnc(COc2cnc3ccccc3n2)o1)Nc1ccc(Cl)cc1	86	87	107	98	106	96	104	93
O=C1c2ccccc2S(=O)(=O)N1CO	92	103	114	100	97	105	97	103
Cc1ccccc1SCCc1ccncc1	91	84	97	108	111	102	72	92
Cn1c(=O)c2nc(SCCO)n(C)c2n(C)c1=O	110	106	110	118	122	96	118	117
O=[N+]([O-])c1ccc(Cn2c(-c3cscn3)nc3ccccc32)cc1	106	99	100	106	104	110	92	101
CCN(CC)CCOC(=O)CC1CCCCC1	107	112	117	117	118	104	115	107
CC(C)OC(=O)[C@H](C)N[P@@](=O)(OC[C@@]1(C)O[C@@H](n2ccc(N)nc2=O)C[C@@H]1O[P@](=O)(N[C@@H](C)C(=O)OC(C)C)Oc1ccccc1)Oc1ccccc1	105	101	130	91	105	101	97	96
COc1ccc(C(=O)/C=C/c2ccccc2[N+](=O)[O-])cc1S(N)(=O)=O	102	100	118	103	116	103	125	·
Cn1nc(Nc2ccccc2)c(C(=O)NN)c1N	97	97	103	105	103	91	102	99
Nc1ncnc2c1N=C(c1ccc(Cl)cc1)CC(c1cccc(Nc3ccnc4cc(C(F)(F)F)ccc34)c1)N2 (configuration not stated)	72	77	83	42	85	81	81	58
CCOC(=O)CCCCCCCCC(C)Br (configuration not stated)	97	100	90	111	99	114	97	101
Cc1cccc[n+]1CC(=O)c1ccc2ccccc2c1	105	98	108	105	98	99	110	100
Cc1cc(C)n(C2=NC(c3cccc([N+](=O)[O-])c3)c3sc4ccc(Cl)cc4c3N2)n1 (configuration not stated)	99	90	105	104	116	102	104	95
CCN1C(=O)S/C(=C\c2ccc(Cl)c(Cl)c2)C1=O	98	94	111	105	102	112	109	100
Fc1ccccc1-n1c(SCCc2c[nH]c3ccccc23)nnc1-c1ccncc1	98	70	100	94	98	73	95	91
COc1cccc(NC(=O)c2cccc(-c3cc(=O)c4c(O)c(OC)c(OC)cc4o3)c2)c1	63	56	97	77	86	88	91	73
O=C1Nc2ccccc2C2/C(=C(/I)C3=CCCCC3)CCCN12 (configuration not stated)	95	90	111	101	109	105	97	99
COc1cc(/C=N/NC(=O)Cn2c(C(C)C)nc3ccccc32)ccc1O	102	90	105	100	109	105	98	98

Among those listed so far, seven contain a Cl atom:
SMILES	LOX IMVI	UACC-62	SK-MEL-2	MDA-MB-435	SK-MEL-28	MALME-3M	UACC-257	SK-MEL-5
Cc1cccc(Cl)c1NC(=O)c1ccc2nc(NC(=O)NCCN(C)C)sc2c1	91	97	103	47	88	71	86	67
COc1cc(OC)c(NC(=O)C(Sc2nc(C)cc(C)c2C#N)c2ccccc2)cc1Cl (configuration not stated)	90	95	·	105	105	·	114	102
COc1ccc(-c2nc(SCC(=O)Nc3ccc(C(=O)/C=C/c4ccc(Cl)cc4)cc3)[nH]c(=O)c2C#N)cc1OC	97	94	101	106	109	100	96	97
O=C(CSc1nnc(COc2cnc3ccccc3n2)o1)Nc1ccc(Cl)cc1	86	87	107	98	106	96	104	93
Nc1ncnc2c1N=C(c1ccc(Cl)cc1)CC(c1cccc(Nc3ccnc4cc(C(F)(F)F)ccc34)c1)N2 (configuration not stated)	72	77	83	42	85	81	81	58
Cc1cc(C)n(C2=NC(c3cccc([N+](=O)[O-])c3)c3sc4ccc(Cl)cc4c3N2)n1 (configuration not stated)	99	90	105	104	116	102	104	95
CCN1C(=O)S/C(=C\c2ccc(Cl)c(Cl)c2)C1=O	98	94	111	105	102	112	109	100

Further structures follow.
SMILES	LOX IMVI	UACC-62	SK-MEL-2	MDA-MB-435	SK-MEL-28	MALME-3M	UACC-257	SK-MEL-5
Cn1ccnc1C(=O)/C=C/c1ccc(C(=O)Nc2ccc(S(F)(F)(F)(F)F)cc2)cc1	-80*	54	63	39	80	60	42	·
CCN(CC)CCSCCNc1ccnc2cc(Cl)ccc12	85	103	112	101	104	125	108	·
COc1ccc(C2CC(c3ccccc3)=NN2C(=O)c2ccc(S(N)(=O)=O)cc2)cc1 (configuration not stated)	100	87	96	101	102	96	100	93
COc1cc(/C=C/C(=O)c2ccc(NC(=O)CN3C(=O)NC(C)(c4ccccc4)C3=O)cc2)cc(OC)c1OC (configuration not stated)	-46*	42	86	7.3*	50	69	53	45
CNC(=O)c1cc(N2CCc3cc(NC(=O)c4ccc(N5CCOCC5)c(C(F)(F)F)c4)ccc32)ccn1	78	58	105	76	78	84	76	35
Cc1nc(C(=O)O)c(C)c(=O)[nH]1	102	111	100	90	106	91	80	100
Clc1ccc(/C=N\N2CCCCCC2)c(Cl)c1	113&100	95&95	103&99	103&105	107&107	98	128&108	109&105
CCCCCCCCCCCCSC(=NC)NC	-39*!	-58*!	96&79	-16*!	69&27	73&40	98&66	-5.8*!
CCN1CCOC1=O	99	101	114	98	106	98	87	95
COc1cc(-c2nc3sccn3c2-c2ccnc(NCCNS(=O)(=O)c3ccc(Cl)cc3)n2)ccc1F	19	-45*	13	9.5*	45	31	45	-15*
Cc1cc2c(cc1C)C(=O)C(Br)=C(N)C2=O	20	93	105	73	123	47	76	49
O=C1CCC(C(=O)N/N=C/C(=O)c2ccccc2)N1 (configuration not stated)	94	99	102	102	108	100	104	102
O=C1[C@H]2Cc3c([nH]c4ccccc34)[C@@H](c3c(Cl)cccc3Cl)N2C(=O)CN1C1CCN(Cc2ccccc2)CC1	-31*	73	114	0.2*	93	61	105	85
CCCOc1ccc(-c2nc(-c3ccc([N+](=O)[O-])cc3)cs2)cc1	109	90	107	107	113	114	112	89
COc1cc(C2CC(c3cccc(Nc4ccncc4)c3)=NN2C(C)=O)cc(OC)c1OC (configuration not stated)	85	94	99	18	97	80	91	90
COc1ccc(-c2nc3ccccc3s2)cc1S(=O)(=O)O	96	96	116	119	105	122	114	106
C#Cc1ccc(-n2c(/C=C/c3cc(OC)ccc3OC)nc3ncccc3c2=O)cc1	89	91	90	79	109	97	114	86
CC1(C)OC(=O)c2ccccc21	107	94	·	94	97	83	·	113
CC(=O)O[C@H]1CC[C@@]2(C)C(=CC[C@@H]3[C@@H]2CC[C@]2(C)C(=O)N(O)C(=O)C[C@@H]32)C1	·	100	80	104	90	·	106	98
C[C@@H](Nc1c(C#N)cnc2ccc(-c3cnc4[nH]ncc4c3)cc12)c1ccccc1	16	-16*	-25*	22	15	-2.5*	33	-67*
Nc1ccc2cc(S(=O)(=O)O)cc(O)c2c1N=Nc1ccc(F)cc1	93	96	101	113	132	·	106	108
COc1ccc2c(c1)CC[C@@H]1[C@@H]2CC[C@]2(C)[C@@H](O)C(=O)C[C@@H]12	94	94	107	102	113	148	106	107
COc1cc(CN(CCC(O)N2CCCC2=O)Cc2ccccc2)cc(OC)c1OC (configuration not stated)	103	103	94	118	111	130	99	108
N=C1CC(=O)NN1C(=O)CSc1nc2sc3c(c2c(=O)n1-c1ccc(Cl)cc1)CCCC3	97	94	128	106	108	91	106	103
CCN(CC)Cc1nnc(CCC(=O)c2nc3ccc([N+](=O)[O-])cc3[nH]2)o1	94	99	92	107	108	95	96	107
Cc1cccc(C)c1NC(=O)CN1CCCCC1C (configuration not stated)	99	97	102	104	110	100	104	99
CN(C)N=Nc1ccc(-c2ccccc2)cc1	89	90	·	92	107	79	·	86
O=C(O)CN1C(=O)/C(=C/c2ccccc2)SC1=S	99	92	101	104	102	106	99	99
C/C(=N/Nc1ccc([N+](=O)[O-])cn1)C(C)(C)C	95	99	138	104	102	127	102	100
Cc1ccc2c(c1)C(C(C)C)CCC2(C)C (configuration not stated)	96	104	103	109	89	97	90	103
C[C@H]1[C@H](C)CC[C@]2(C(=O)NCCCNCCCCNCCCN)CC[C@]3(C)C(=CC[C@@H]4[C@@]5(C)C/C(=C/c6ccco6)C(=O)C(C)(C)[C@@H]5CC[C@]43C)[C@H]12	95	81	104	101	100	·	95	98
CS(=O)(=O)c1ccccc1N	86	97	124	99	117	102	94	104
O=C(c1ccccc1)c1no[n+]([O-])c1C(=O)c1ccccc1	101	86	97	103	104	96	101	101
CC(O)(P(=O)(O)O)P(=O)(O)O	105	108	110	103	113	93	101	107
COc1cc(C2Nc3n[nH]c(-c4ccccc4)c3C(=O)CS2)cc(OC)c1OC (configuration not stated)	100	111	115	108	113	102	102	97
Cc1cc(=O)[nH]c(O)c1C#N	97&95&99	96&92&98	116&108	103&105&101	157&108&98	103&105&98	103&100&99	106&102&100
CC(O)c1ncc(/C=C2\SC(=S)N(Cc3ccco3)C2=O)s1 (configuration not stated)	75	82	100	94	102	97	96	99
COC(=O)c1c(C(=O)OC)c2n(c1C)[C@@H](CCN1CC(=O)N3[C@@H](c4ccccc4)SC[C@H]3C1=O)SC2	100	98	97	103	116	92	·	102
COc1ccc(N=Nc2c(N)nn3c(-c4ccccc4)cc(C)nc23)cc1	92	83	101	96	93	109	101	96
COc1cccc(C2C(C#N)=C(N)Oc3cc(OC)ccc32)c1 (configuration not stated)	13	31	20	-48*	56	37	59	-4.5*
CCOC(=O)CNC(=O)c1ccccc1C(=O)O	104	108	102	107	110	85	109	106
COc1cccc(-c2nn(C(C)(C)C)cc2-c2ccnc(NCCCNS(=O)(=O)c3cccc(F)c3)c2)c1	100	107	113	100	124	118	111	101
CNC(=O)c1cc(Oc2ccc3nc(NC(=O)c4cc(F)cc(F)c4)sc3c2)ccn1	55	74	95	88	80	84	96	69
Cc1nc(N/N=C/c2ccccc2O)c(C#N)c(C#N)c1C	71	88	100	99	92	99	69	89
CN(C)CCCN(Cc1ccccc1O)C(=S)Nc1ccc(F)cc1	101	101	118	114	106	89	99	97
CCOC(=O)c1ccc(N(CC2CO2)S(=O)(=O)c2ccc(C)cc2)cc1 (configuration not stated)	77	99	104	104	114	·	96	110
CN1CCN(CCOc2ccc(-c3cnc4c(-c5ccc(C(F)(F)F)cc5)cnn4c3)cc2)CC1	-90*	72	63	12	85	50	8.5*	64
CC(O)COc1ccc(Cl)cc1Cl (configuration not stated)	98	113	107	100	112	112	104	106
C=CCSc1nnc(-c2ccc3nc(-c4ccccc4)[nH]c3c2)o1	96	107	97	103	107	89	120	87
O=C(Nc1ccsn1)c1ccc(Cl)cc1Cl	97	94	106	103	97	136	110	103
COC(=O)C(OC(C)=O)C(OC(C)=O)c1ccc(OC)c(OC)c1 (configuration not stated)	90	100	97	106	102	104	82	98
COc1ccc(-c2nc(SCC(C)C)nc(NC3CC3)c2C#N)cc1	90&95	87&80	123&108	103&108	114&119	130&151	106&98	99&95
N=C(N)SCc1cccc2ccccc12	83	88	105	92	91	95	86	86
Cc1cc2nc3c4cc(Cl)ccc4n(CC(=O)O)c3nc2cc1C	·	75	96	100	115	98	94	95
COc1ccc(C2N(c3ccc([N+](=O)[O-])cc3)N=C(C(C)=O)N2[C@H]2[C@H](OC(C)=O)O[C@H](COC(C)=O)[C@@H](OC(C)=O)[C@@H]2OC(C)=O)cc1 (some centres not stated)	78	63	78	93	97	94	85	86

Screening results deposited in PubChem BioAssay by NCI.
